PhoP GFP inhibition = Inhibition of PhoP regulon, Salmonella typhi GFP reporter cells, confirmation, 4 h (AID 1850); inhibition, % at 50 µM; hits with a dose series show IC50 in µM; Salmonella Typhi PhoP-promoter GFP reporter, fluorescence, 4 h; higher % means a stronger effect; hit rate 0.33% among 310,000; in the data active = a potency from the dose series; inconclusive = inhibition mostly from about 25% at the one dose, without a potency; inactive = the rest, 99 in 100 with inhibition below about 19%;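 note: 0% = induced wells with vehicle and 100% = uninduced wells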
M. tuberculosis HTS = M. tuberculosis growth inhibition, HTS (AID 449762) | M. tuberculosis H37Rv growth inhibition, 7H9 media; higher % means a stronger effect | inhibition, % at 25 µM; hits with a dose series show IC50 in µM | hit rate 0.59% among 330,000; in the data active = a potency from the dose series; inconclusive = inhibition above about 70% without an active follow-up result;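 note: bacterial growth assessed after seven days of incubation; strong numbers were not always called active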
M. tuberculosis = growth inhibition of non-replicating M. tuberculosis (AID 488890); Mycobacterium tuberculosis non-replicating, growth inhibition; higher % means a stronger effect; inhibition, % at 25 µM, or IC50 in µM where a hit was titrated; hit rate 0.39% among 320,000; in the data active = a potency from the dose series; inconclusive = inhibition mostly from about 82% at the one dose, without a potency; inactive = the rest, 99 in 100 with inhibition below about 76%;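 note: plate controls were DMSO cells for no effect and high antibiotic wells for full effect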
VEEV TC-83 Vero = inhibitors of VEEV TC-83 cytopathic effect, confirmation, Vero cells (AID 588727). Vero cells, VEEV TC-83 cytopathic effect inhibition; higher % means a stronger effect. one-dose inhibition, % at 20 µM; IC50 in µM for titrated hits. hit rate 0.13% among 350,000; in the data active = a potency from the dose series; inconclusive = inhibition mostly from about 14% at the one dose, without a potency; inactive = the rest, 99 in 100 with inhibition below about 12%; note: strong numbers were not always called active
influenza NS1A = NS1A inhibition, H1N1 influenza, cell based functional assay (AID 504329); NS1A functional cell-based assay, percent inhibition; higher % means a stronger effect; inhibition, % at 12.5 µM; hits with a dose series show IC50 in µM; hit rate 0.3% among 340,000; in the data active = a potency from the dose series; inconclusive = inhibition above about 27% without an active follow-up result; note: strong numbers were not always called active
VEEV TC-83 Vero 10K pilot screen = recorded beside VEEV TC-83 Vero, whose call it bears; inhibition, %; measured here: 10K pilot screen inhibition
Active calls of the source: *; i = inactive; ? = inconclusive; / = not tested or not shown.

SMILES	PhoP GFP inhibition	M. tuberculosis HTS	M. tuberculosis	VEEV TC-83 Vero	influenza NS1A	others
CCSP1(=S)N=C(N2CCOCC2)C(C#N)=C2CCCN21 (stereo not drawn)	-5.1%	1.1%	3.5%	1.1%	-6.1%
CN1CCN(S(=O)(=O)c2ccc(N(C)Cc3c(F)cccc3Cl)nc2)CC1	/	-1.9%	3.6%	0.8%	-14.5%
CCCCOC(=O)C1=C(C)Nc2ncnn2C1c1ccc(OC)c(OC)c1OC (stereo not drawn)	-5.9%	1.2%	2.9%	3.0%	-12.6%
COc1ccc(/C=C2\Sc3ccc(C(=O)NCCN4CCCCCC4)cc3N(C)C2=O)cc1	-15.6%	?	i	i	11.2%
COc1cccc(-c2cc(C(=O)N3CCN(C(=O)c4ccco4)CC3)on2)c1	6.9%	-2.4%	23.4%	i	9.4%
O=C1CN(C(=O)c2ccc(Br)o2)C(c2ccccc2)c2cc(F)ccc2N1 (stereo not drawn)	4.6%	-12.9%	52.1%	2.0%	-5.4%
COc1ccc(Cl)cc1C(=O)NNC(=O)c1nc2nc(C)cc(C)n2n1	-21.3%	-0.7%	0.6%	0.1%	7.5%
COc1ccc(NC(=O)Nc2ccc(N(C)C)cc2)cc1	-7.4%	-16.3%	24.6%	0.4%	12.1%
CCOc1ccccc1CN1CCCC(C(=O)c2ccc(OC)c(OC)c2)C1 (stereo not drawn)	1.3%	-2.4%	3.6%	1.5%	0.8%
O=C(O)C1CCC(=O)N1C1CCCC1 (stereo not drawn)	17.2%	-5.7%	-4.0%	i	-6.0%
CCCOP(=O)(c1ccc(N(C)C)cc1)C(O)c1cccnc1 (stereo not drawn)	-2.7%	-10.7%	-18.5%	0.6%	4.3%
Cc1onc(-c2c(F)cccc2Cl)c1C(=O)N1CCN(c2ncc(Br)cn2)CC1	5.6%	1.4%	26.8%	3.3%	2.1%
Cc1ccc(CNC(=O)CCC(=O)Nc2nnc(C(C)C)s2)cc1	-5.6%	-4.3%	-0.8%	0.4%	-15.4%
CCOC(=O)Cc1c(C)nc2c(-c3ccc(Cl)cc3)c[nH]n2c1=O	-7.0%	?	3.93µM*	12.1%	-30.3%
COC(=O)[C@@]12CCCCN1[C@H](c1ccc(-c3cccc(Cl)c3)cc1)[C@@H]1C(=O)N(C)C(=O)[C@@H]12	/	1.5%	7.7%	2.2%	-8.0%
Cc1ccc(N(CCC(=O)Nc2nnc(C3CC3)s2)S(=O)(=O)c2ccccc2)cc1	-2.3%	15.9%	20.3%	/	/
O=C(CC1C(=O)NCCN1CC1CCCCC1)NCc1ccc(Cl)cc1 (stereo not drawn)	-9.2%	8.8%	54.4%	0.4%	-3.4%
CC(C)CC(=O)N1CCN(S(=O)(=O)c2ccccc2)CC1	7.3%	-4.4%	-8.2%	i	-9.8%
CSc1nc(N)c(C#N)c(-c2ccccc2Cl)c1C#N	-6.0%	-5.0%	16.8%	5.3%	9.1%
Cc1ccc(NC(=O)Cc2nnc(SCC(=O)Nc3ccccc3)n2C)cc1	-6.8%	5.3%	-1.1%	i	-2.9%
COc1ccc(-c2ncncc2-c2ccc(Cl)cc2)c(O)c1	16.2%	-4.3%	21.9%	1.8%	-2.1%
CN1CCN(C(=O)CN(C)S(=O)(=O)c2ccc(F)cc2)CC1	5.2%	2.0%	-12.3%	0.8%	7.1%
CN(Cc1ccccc1)C(=O)c1ccc(NC(=O)Cc2cccc(NC(=O)C3CCN(C(=O)C4CCCC4)CC3)c2)cc1	/	-4.0%	8.5%	0.9%	-8.7%
CN(Cc1ccccc1Cl)C(=O)c1cc2ccccc2o1	5.6%	5.1%	76.8%	i	-9.3%
CCOc1ccc(NC(=O)CN(C)C(=O)c2cc(C)oc2C)cc1OCC	3.3%	-1.0%	-13.5%	0.8%	-2.6%
NC(=O)NC(=O)CC1S/C(=N/N=C/c2ccccc2)NC1=O (stereo not drawn)	18.0%	-7.9%	3.3%	i	-7.3%
COc1ccc(OC)c(NC(=O)CSc2ncccn2)c1	-11.6%	-8.1%	-2.1%	2.1%	3.7%
Cc1ccc2oc3c(c(=O)c2c1)C(c1cccs1)N(CCCN(C)C)C3=O (stereo not drawn)	-9.1%	-8.2%	8.1%	0.2%	-5.5%
Cc1ccc(NC(=S)N=Nc2c(O)n(C)c3ccc(S(=O)(=O)N4CCOCC4)cc23)cc1C	1.5%	-1.6%	-16.3%	3.2%	1.8%
[N-]=[N+]=N[C@@H](CCN1CC[C@H](O)CCC1=O)c1ccccc1	-34.5%	-0.5%	-8.8%	2.7%	10.2%

3 records picked at random from those above:
SMILES	PhoP GFP inhibition	M. tuberculosis HTS	M. tuberculosis	VEEV TC-83 Vero	influenza NS1A	others
COc1ccc(OC)c(NC(=O)CSc2ncccn2)c1	-11.6%	-8.1%	-2.1%	2.1%	3.7%
Cc1ccc(NC(=S)N=Nc2c(O)n(C)c3ccc(S(=O)(=O)N4CCOCC4)cc23)cc1C	1.5%	-1.6%	-16.3%	3.2%	1.8%
COc1ccc(-c2ncncc2-c2ccc(Cl)cc2)c(O)c1	16.2%	-4.3%	21.9%	1.8%	-2.1%

The list continues.
SMILES	PhoP GFP inhibition	M. tuberculosis HTS	M. tuberculosis	VEEV TC-83 Vero	influenza NS1A	others
CCN=C1SC(CC(=O)Nc2sc3c(c2C#N)CCCC3)C(=O)N1CC (stereo not drawn)	-4.5%	1.1%	1.2%	i	-11.2%
CC1SC(c2ccccc2Cl)NC1=O (stereo not drawn)	0.8%	2.3%	-5.3%	0.8%	6.2%	VEEV TC-83 Vero 10K pilot screen=1.1
COCCOC(=O)C1=C(C)Nc2ncnn2C1c1ccc(F)cc1 (stereo not drawn)	-7.2%	-0.8%	0.9%	0.0%	-9.9%
Cc1ccccc1NC1=C(Cl)C(=O)OC1OC(=O)c1ccco1 (stereo not drawn)	1.4%	-10.9%	68.4%	0.1%	1.1%
COC(=O)CC(NC(=S)NC(=O)c1ccccc1)c1ccc(Br)cc1 (stereo not drawn)	-12.1%	4.2%	9.2%	1.1%	4.0%
Cc1nc(C)c(C(=O)N2CCCC(C(=O)c3ccc(Cl)cc3C)C2)s1 (stereo not drawn)	1.7%	16.8%	10.5%	i	7.4%
O=C(COC(=O)CCC1CCCC1)Nc1cccc(S(=O)(=O)N2CCOCC2)c1	-4.8%	59.5%	69.4%	5.7%	6.0%
C/C(=N\N=C1\NC(=O)CS1)c1cccs1	-0.5%	4.0%	16.6%	2.1%	-28.5%
COc1ccc([C@H]2CC(=O)C=C(c3cc(C=O)ccc3OC)C2)cc1OC	/	2.2%	-1.0%	0.6%	-8.4%	VEEV TC-83 Vero 10K pilot screen=0.6
FC(F)Oc1ccc(-c2csc(=Nc3cccnc3)n2CC2CCCO2)cc1 (stereo not drawn)	-4.2%	8.0%	?	10.2%	4.9%
O=C(Nc1nccs1)c1cn2ccccc2n1	-7.6%	8.7%	70.9%	1.8%	11.3%
Cc1nc2ccccc2n1C(=O)c1ccccc1[N+](=O)[O-]	-1.9%	-6.8%	4.1%	0.8%	2.7%
Cc1oc(-c2ccccc2Cl)nc1Cn1cccc1C1=NC(c2ccccc2)CO1 (stereo not drawn)	-0.8%	-8.1%	7.5%	21.6%	16.4%

As a short view, 6 of the compounds above:
SMILES	PhoP GFP inhibition	M. tuberculosis HTS	M. tuberculosis	VEEV TC-83 Vero	influenza NS1A	others
CC1SC(c2ccccc2Cl)NC1=O (stereo not drawn)	0.8%	2.3%	-5.3%	0.8%	6.2%	VEEV TC-83 Vero 10K pilot screen=1.1
COCCOC(=O)C1=C(C)Nc2ncnn2C1c1ccc(F)cc1 (stereo not drawn)	-7.2%	-0.8%	0.9%	0.0%	-9.9%
Cc1ccccc1NC1=C(Cl)C(=O)OC1OC(=O)c1ccco1 (stereo not drawn)	1.4%	-10.9%	68.4%	0.1%	1.1%
COC(=O)CC(NC(=S)NC(=O)c1ccccc1)c1ccc(Br)cc1 (stereo not drawn)	-12.1%	4.2%	9.2%	1.1%	4.0%
Cc1nc(C)c(C(=O)N2CCCC(C(=O)c3ccc(Cl)cc3C)C2)s1 (stereo not drawn)	1.7%	16.8%	10.5%	i	7.4%
O=C(COC(=O)CCC1CCCC1)Nc1cccc(S(=O)(=O)N2CCOCC2)c1	-4.8%	59.5%	69.4%	5.7%	6.0%

Among those listed so far, these contain a thiophene ring, fused or not:
SMILES	PhoP GFP inhibition	M. tuberculosis HTS	M. tuberculosis	VEEV TC-83 Vero	influenza NS1A	others
Cc1ccc2oc3c(c(=O)c2c1)C(c1cccs1)N(CCCN(C)C)C3=O (stereo not drawn)	-9.1%	-8.2%	8.1%	0.2%	-5.5%
CCN=C1SC(CC(=O)Nc2sc3c(c2C#N)CCCC3)C(=O)N1CC (stereo not drawn)	-4.5%	1.1%	1.2%	i	-11.2%
C/C(=N\N=C1\NC(=O)CS1)c1cccs1	-0.5%	4.0%	16.6%	2.1%	-28.5%
